KB-3-1 cytotox – kills parental KB-3-1 adenocarcinoma cells; Potency, µM (doses to about 46.1 µM), inactives show at the top dose activity change, negative = cytotoxic, most hits filed as cytotoxic; KB-3-1 viability, CellTiter-Glo ATP luminescence, 72 h; AID 1347075; actives 1.4% (n = 400,000); note: potency is the fitted concentration of half-maximal effect; % is set by controls: 0 for no effect and ±100 for the full control effect; nearly all actives have a fitted effect of over 60% in size
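Cytotoxicity in the drug-sensitive parental line KB-3-1 was scored as loss of CellTiter-Glo luminescence following 72 h incubation with compound. Values come from curve fitting of normalized concentration-response data.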
SW480 rerep – induces DNA re-replication in SW480 colon adenocarcinoma cells. SW480 DNA re-replication, Hoechst DNA content imaging, 48 h. Potency, µM (top dose mostly 46.1 µM), inactives show at the highest dose re-replication activation, actives largely listed as activators. actives 1.8% (n = 340,000); note: potency is the fitted concentration of half-maximal effect; % of control where 0% means no effect; nearly all actives have a fitted effect of over 55% in size
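Compounds, transferred as 23 nL by pin tool, were incubated with cells for 48 hr; DNA content per nucleus was then quantified by Hoechst staining and fluorescence plate imaging.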
WRN inhibitor – WRN helicase (human) inhibition; actives 0.46% (n = 360,000); Potency, µM (titrated, usually from 114 µM), for the others: top-dose activity change, negative = inhibition, most hits filed as inhibitors; AID 651768; WRN helicase unwinding, fluorescent forked duplex, kinetic; note: potency is the fitted concentration of half-maximal effect; % is set by controls: 0 for no effect and ±100 for the full control effect; nearly all actives have a fitted effect of over 55% in size
Target sequence (Q14191 whole entry, looked up): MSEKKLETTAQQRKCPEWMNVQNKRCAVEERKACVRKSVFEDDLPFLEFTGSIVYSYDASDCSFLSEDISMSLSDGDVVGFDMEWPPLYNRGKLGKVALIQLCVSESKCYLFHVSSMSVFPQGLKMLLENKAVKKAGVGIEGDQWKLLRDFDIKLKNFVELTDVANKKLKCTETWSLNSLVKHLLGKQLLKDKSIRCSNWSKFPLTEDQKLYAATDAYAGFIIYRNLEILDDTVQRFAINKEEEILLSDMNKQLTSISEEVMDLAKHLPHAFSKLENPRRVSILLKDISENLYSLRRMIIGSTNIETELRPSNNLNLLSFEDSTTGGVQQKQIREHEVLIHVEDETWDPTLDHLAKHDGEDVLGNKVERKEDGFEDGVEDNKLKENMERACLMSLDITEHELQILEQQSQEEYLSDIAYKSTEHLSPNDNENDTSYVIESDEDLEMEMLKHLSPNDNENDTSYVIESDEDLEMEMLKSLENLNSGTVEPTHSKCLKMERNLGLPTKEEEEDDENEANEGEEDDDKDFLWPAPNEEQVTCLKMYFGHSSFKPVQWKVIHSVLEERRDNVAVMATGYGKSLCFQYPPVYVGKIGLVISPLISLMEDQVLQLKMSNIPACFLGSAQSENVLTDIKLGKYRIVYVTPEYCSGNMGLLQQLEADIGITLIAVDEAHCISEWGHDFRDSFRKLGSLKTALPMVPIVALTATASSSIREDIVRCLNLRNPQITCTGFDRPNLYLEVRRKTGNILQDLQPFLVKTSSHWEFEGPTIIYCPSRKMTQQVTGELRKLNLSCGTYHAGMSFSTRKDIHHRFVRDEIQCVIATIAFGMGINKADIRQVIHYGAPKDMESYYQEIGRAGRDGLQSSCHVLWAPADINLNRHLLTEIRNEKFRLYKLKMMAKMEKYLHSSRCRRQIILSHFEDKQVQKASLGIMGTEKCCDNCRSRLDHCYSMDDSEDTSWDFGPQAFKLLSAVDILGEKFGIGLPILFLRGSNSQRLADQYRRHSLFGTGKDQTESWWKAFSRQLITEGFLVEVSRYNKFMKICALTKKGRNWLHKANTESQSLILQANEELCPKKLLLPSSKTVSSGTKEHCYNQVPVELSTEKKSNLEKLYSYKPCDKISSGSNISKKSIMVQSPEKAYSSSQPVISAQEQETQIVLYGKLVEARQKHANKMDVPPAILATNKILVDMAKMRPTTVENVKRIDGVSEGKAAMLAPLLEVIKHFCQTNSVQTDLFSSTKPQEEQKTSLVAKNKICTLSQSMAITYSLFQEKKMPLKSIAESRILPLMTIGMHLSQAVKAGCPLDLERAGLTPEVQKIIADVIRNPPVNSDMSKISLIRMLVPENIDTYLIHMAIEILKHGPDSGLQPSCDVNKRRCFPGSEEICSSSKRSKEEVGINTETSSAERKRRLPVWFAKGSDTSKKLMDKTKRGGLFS
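Kinetic red-fluorescence monitoring (525/598 nm) tracks WRN helicase activity after 100 nM fluorophore-quencher forked duplex and 2 mM ATP are added to 20 nM enzyme pretreated 15 min at room temperature with compound.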
HT1080NT lethal – kills 2HG-producing HT-1080-NT fibrosarcoma cells | Potency, µM (highest dose often 46.1 µM), inactives show at the highest dose activity, negative = less viability, hits mostly cytotoxic | actives 1.6% (n = 360,000) | AID 686970 | HT-1080-NT fibrosarcoma viability, CellTiter-Glo ATP luminescence, 48 h;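 note: NT is the 2HG producing partner of a matched IDH1 knockdown line; potency is the fitted concentration of half-maximal effect; 0% = DMSO-treated cells and -100% = media-only wells without cells; nearly all actives have a fitted effect of over 55% in size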
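Viability of the 2HG-overproducing fibrosarcoma line after 48 hours of compound exposure at 37 degrees C was determined by luminescence with CellTiter-Glo, and concentration-effect curves were then fitted and categorized.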
KB-V1 cytotox – KB-V1 MDR subline cytotoxicity | KB-V1 MDR cells viability, CellTiter-Glo, 72 h | Potency, µM (series often up to 46.1 µM), for inactives: top-dose activity change, negative = cytotoxicity, usual class: cytotoxic | actives 3.4% (n = 400,000) | AID 1347076; note: potency is the fitted concentration of half-maximal effect; % is set by controls: 0 for no effect and ±100 for the full control effect; nearly all actives have a fitted effect of over 60% in size
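Cytotoxicity toward P-gp-expressing KB-V1 cells was determined as loss of CellTiter-Glo luminescence after 72 h at 37 degrees C. Compounds were tested in quantitative HTS format across a concentration range, with curves fitted to normalized data.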
IL1B secr inh – inflammasome signaling inhibition, IL-1 beta readout. THP-1 LPS/ATP IL-1B secretion, AlphaLISA, 16 h; hits give low values. activity change, % at 57.5 µM. actives 4.7% (n = 360,000). AID 743279; in the data active = activity change below about -50%; inconclusive = mostly about -30% to -49%; note: % is set by controls: 0 for no effect and ±100 for the full control effect
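Secreted IL-1B measured by AlphaLISA bead assay after 16 h compound exposure of THP-1 cells; compounds (final up to 57.5 uM) added 1 h before LPS (250 ng/mL) and ATP (1.25 mM) stimulation; lower signal means less secretion.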
MCF10A rereplic – DNA re-replication induction in MCF 10a cells; actives 2.9% (n = 350,000); Potency, µM (doses to about 46.1 µM), inactives show at the highest dose activity, positive = re-replication, actives largely listed as activators; AID 624296; MCF 10A DNA re-replication, Hoechst nuclear intensity, 48 h; note: potency is the fitted concentration of half-maximal effect; % of control where 0% means no effect; nearly all actives have a fitted effect of over 50% in size
HT1080 IDH1KD tx – kills HT-1080 cells with IDH1 knockdown | actives 2% (n = 360,000) | HT-1080 IDH1 knockdown viability, ATP luminescence, 48 h | Potency, µM (series often up to 46.1 µM), inactives show at the top dose activity, negative = toxicity, usual class: cytotoxic;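 note: potency is the fitted concentration of half-maximal effect; 0% = DMSO wells and -100% = cell-free medium wells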
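Knockdown cells (IDH1KD HT-1080) received compounds 2 h after plating at 750 cells/well and were kept 48 h at 37 °C in 5% FBS RPMI. A CellTiter-Glo luminescence read gave % activity for curve fitting.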
ATXN2 expr inh – ATXN2 expression inhibition; HEK-293 ATXN2-luciferase reporter, luminescence, 24 h; Potency, µM (highest dose often 57 µM), for the others: top-dose activity change, negative = inhibition, most hits filed as inhibitors; actives 0.72% (n = 360,000); note: potency is the fitted concentration of half-maximal effect; % is set by controls: 0 for no effect and ±100 for the full control effect; nearly all actives have a fitted effect of over 55% in size
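qHTS (up to 57 uM final) was run with 24 h compound exposure of reporter cells at 37 °C. Each well was multiplexed: SteadyGlo luminescence measured ATXN2-luciferase expression after a fluorogenic Gly-Phe-AFC viability readout (25 uM final).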
* = called active by the depositor; ? = inconclusive; · = no result given; & = joins results of further samples; [ ] = dose if it differs, or a comment. Unless noted, calls come from the whole dose curve; as a rule, active = well fitted curve in the direction sought with a large enough effect; inconclusive = small, poorly fitted or top-dose-only effect, or another doubt; inactive = no such curve, though single readings can be large; an effect the other way counts as inactive or inconclusive.

smiles	KB-3-1 cytotox	SW480 rerep	WRN inhibitor	HT1080NT lethal	KB-V1 cytotox	IL1B secr inh	MCF10A rereplic	HT1080 IDH1KD tx	ATXN2 expr inh
Cn1cc(S(=O)(=O)N2CCc3ccccc32)cc1C(=O)Nc1ccc(Cl)cc1	?	0%	-15%	-25%	?	-7	-2%	-14%	-19%
CCCCN1C(=O)/C(=C/C=C2\SCCN2C)SC1=S	15%	8%	-33%	-3%	17%	-50*	12%	-20%	46%[activator]
Cc1ccc(-c2ccccc2NC(=O)CS(=O)CC(=O)Nc2ccc(C)c(Cl)c2)o1 (stereo not given)	14%	?	-18%	-3%	-7%	-77*	26µM*	23µM*	?
O=C(Cn1cc(C(F)(F)F)ccc1=O)N1CCc2ccccc2C1	20%	-5%	2%	0%[9.24 µM]	0%	0	-2%	0%	0%
Cc1cc(C)cc(SCc2noc(C(=O)NCC3CCCO3)c2C(=O)O)c1 (stereo not given)	23%	2%	-2%	0%	-15%	18	3%	19%	-3%
NC(=O)COc1c(-c2ccco2)oc2ccccc2c1=O	8%	-2%	-12%	7%	-19%	?	2%	0%	-16%
CNC(=O)c1csc(-c2ccncc2)n1	8%	-21%	1%	-6%	17%	41	0%	-1%	·
CC(C)CCN(CCC(C)C)C(=O)Cc1c(O)c2ccccc2[nH]c1=O	-4%	-47%[inhibitor]	4%	5%	4%	0	0%	1%	·
COc1ccc(COC(=O)NNC(=O)c2ccc(OC)cc2)cc1	1%	-4%	0%	-13%	4%	-24	-1%	-1%	7%
O=C(O)c1ccc(-n2nnnc2SCc2ccccc2)cc1	10%	-13%	-3%	0%	7%	20	8%	0%	·
CCOc1ccc2[nH]c3c(N4CCC5(CC4)OCCO5)ncnc3c2c1	?	?	-16%	?	?	?	?	23µM*	?
C=CCc1ccccc1OCC(O)CNC(C)C (stereo not given)	-10%	16%	1%	-16%	-28%	-70*	-2%	4%	-13%&-13%
O=C(c1cc(Cl)cc(Cl)c1)N1CCC2CC1c1cc(N3CCCCC3)ccc12 (stereo not given)	-2%	·	5%	-2%	-5%	0	·	4%	-8%
CCSC1=C(C#N)C(c2ccc(OC)c(OC)c2)CC(=O)N1 (stereo not given)	4%	-5%	-25%	-5%	0%	-12	-1%	-4%	-12%
COc1ccc(C2NC(=O)C(C#N)=C(S)N2c2ccc(C)cc2)cc1OC (stereo not given)	19%	-5%	0%	3%	5%	-3	18%	-1%	17%
CC(Sc1nnnn1-c1cccc(F)c1)C(=O)NC1CCCC1 (stereo not given)	·	1%	-10%	0%	·	9	9%	6%	1%
COc1ccc(CN2C(=O)CN(S(C)(=O)=O)CC2(C)C(=O)NC(C)C)cc1OC (stereo not given)	-13%	·	-1%	-2%	-3%	-13	·	10%	·
CCn1nnnc1SCC(=O)Nc1ccc(F)cc1	-3%	7%	7%	2%	11%	-6	-2%	11%	19%
CCOC(=O)[C@H]1[C@H]2COc3ccccc3[C@@H]2N2C(=O)c3cc(Br)ccc3NC(=O)[C@@]12C	0%	25%	5%	0%	0%	?	6%	-1%	-9%
CCCCN(CCCC)Cc1cc2ccccc2c2c1COC2	-7%	-2%	-3%	-5%	0%	48	?	-6%	3%
CCCCN(C(=O)c1ccc(C)c(S(=O)(=O)N2CCOCC2)c1)c1c(N)n(CCCC)c(=O)[nH]c1=O	25%	-1%	11%	?	-9%	20	3%	3%	5%
CCCCCCOc1ccc(-c2ccc(C#N)cn2)cc1	-6%	18%	-10%	5%	18%	-3	2%	12%	-9%
COc1ccc(N2CCN(CCOc3ccc4c(C)cc(=O)oc4c3)CC2)cc1	14%	?	0%	9%	?	-3	0%	13%	-1%
COc1ccccc1N1CCN(C(=O)c2ccc3[nH]c4c(c3c2)CCCC4)CC1	-24%	19%	-10%	?	-12%	-76*	20%	-29%	-8%
Cc1cc2nc(SCC(=O)Nc3ccccc3C(=O)O)[nH]c2cc1C	-5%	-3%	-21%	0%	7%	40	5%[9.22 µM]	3%	16%
COc1ccc2oc(C(=O)OCC(=O)NCc3ccco3)c(C)c2c1	2%	2%	-13%	-27%	10%	20	19%	-28%	3%
CCOC(=O)Cc1cnc(N)s1	11%	-25%	-12%	3%	0%	22	-7%	4%	0%
O=C(N/N=C/c1ccncc1)NC12CC3CC(CC(C3)C1)C2	7%	-1%	-1%	3%	0%	-5	?	4%	-7%
COc1ccc(NC(=O)c2ccc([N+](=O)[O-])o2)cc1	8.2µM*	2.6µM*	5%	-4%	?	-96*	16µM*	?	4%
O=C1CSC2(N1)C1CC3CC(C1)CC2C3 (stereo not given)	-20%	-12%	6%	1%	0%	29	10%	-2%	-3%
CCN(C(=O)c1cc2c(=O)[nH]c3ccc(C)cc3c2s1)c1ccccc1C	?	-6%	-2%	-20%	?	82	16%	?	-25%
OCCOC1CCCc2oc(-c3ccccc3)c(C#CC3(O)CCCCC3)c21 (stereo not given)	?	·	-3%	?	17%	?	·	?	-13%
CC(=O)OCCCN1c2ccccc2Nc2nnc(-c3ccccc3)cc21	-1%	0%	-4%	-20%	-15%	?	2%	-27%	90%[activator]
CC(=O)NS(=O)(=O)c1ccc(Nc2ccc([N+](=O)[O-])c3nonc23)cc1	19%	-7%	-5%	4%	1%	0	-2%	-2%	·
Cc1ccc(-c2ccc(=O)n(CCC(=O)NCCN3CCCCC3C)n2)cc1 (stereo not given)	3%	1%	7%	10%	1%	-6	15%	9%	-4%
C#CCOCCOCCOCCNc1nc(N2CCN(C(=O)C([C@@H](C)CC)n3cc(C(N)Cc4ccc(O)cc4)nn3)CC2)nc(N2CCN(C(=O)[C@H](CCC(=O)O)n3cc(C(N)CO)nn3)CC2)n1 (stereo not given in full)	0%	-9%	0%	5%	29%	-4	26%	7%	2%
CCOC(=O)c1ccc(S(=O)(=O)N2CCN(C(=O)c3ccccn3)CC2)cc1	-3%	-1%	-2%	6%	19%	4	-1%	0%	4%
CC(=O)N1c2ccc(S(=O)(=O)NCCC(=O)N3CCCC(C)C3)cc2CC1C (stereo not given)	11%	3%	3%	10%	-4%	14	7%	-2%	7%
Cc1ccc(C(O)c2ncc(-c3ccc4ccccc4c3)[nH]2)cc1F (stereo not given)	0%	·	-14%	-19%	5%	0	·	-15%	21%
Cc1ccc(S(=O)(=O)N2CCCC(C(=O)Nc3cccnc3)C2)cc1 (stereo not given)	-10%	-15%	-1%	-2%	?	34	1%	-19%	·
Fc1ccc(Br)cc1SCCc1ccncc1	-1%	-8%	-9%	-6%	-1%	-4	-4%	-17%	-10%
O=C(NCCNCc1cccc(Cl)c1)c1ccco1	?	2%	-3%	16%	-1%	9	10%	16%	0%
CN(C)c1ccc(-c2cccc3nccn23)cc1	-17%	·	-11%	-25%	?	31	·	?	-1%
O=C(NNC(=S)NCc1ccco1)c1ccccc1Br	4%	-14%	5%	-3%	22%	-7	4%	9%	1%
Cc1c(Cl)c(=O)oc2cc(OCC(=O)N3CCCC(C)C3)ccc12 (stereo not given)	·	5%	-30%	0%	·	-10	-3%	-12%	-11%
CCc1ccc(NC(=O)CSC2=C(C#N)C(c3ccco3)C3=C(CCCC3=O)N2)cc1 (stereo not given)	?	?	-23%	-26%	?	-90*	18µM*	?	17%
Cc1cc(C(=O)COC(=O)c2cnccn2)c(C)n1-c1ccc(Br)cc1	?	-5%	-5%	8%	15µM*	13	12%	-7%	-21%
CCOc1cccc(C2/C(=C(/O)c3ccc4c(c3)CC(C)O4)C(=O)C(=O)N2Cc2cccnc2)c1 (stereo not given)	7%	?	-1%	8%	-3%	28	0%	22%	-14%
Cc1ccc(S(=O)(=O)N2CCOCC2)cc1NC(=O)CN1CCN(C)CC1	11%	-1%	15%	-3%	-7%	-2	1%	20%	-17%
Cc1ccc(NC(=S)NCc2ccc3c(c2)OCO3)cc1	1%	-3%	-5%	-1%	3%	0	1%	-5%	-5%
CC(=O)N1C(C(=O)O)CSC1c1cccc(C)c1 (stereo not given)	-4%	-6%	-5%	14%	-3%	-1	19%	10%	-1%
NS(=O)(=O)c1ccc(CNC(=S)NC2CC2)cc1	-5%	1%	10%	-3%	8%	8	0%	0%	-14%
CCOc1ccc(CN(C)C(=O)[C@H](Cc2ccccc2)NC(=O)OCc2ccccc2)cc1OC	?	12%	-5%	-1%	10µM*	-77*	?	-21%	-23%
COc1ccc(S(=O)(=O)N(Cc2ccccc2)c2ccccc2C(=O)N2CCOCC2)cc1	?	?	-6%	23µM*	13µM*	72	?	?	-31%
OCC1(Cc2cccc(Cl)c2)CCCN(Cc2cn[nH]c2C2CCCCC2)C1 (stereo not given)	-10%	?	-2%	2%	-24%	-14	-1%	-4%	·

No enrichment for hits; any-hit rate near 12%.
